All columns: NCI-60 one-dose screen, growth in % after 48 h at 10 µM unless noted; 100 = growth as untreated, 0 = no growth, -100 = all killed.
OVCAR-8: OVCAR-8 ovarian cancer | 4.4% of 81,000 active | AID 1794782
TK-10: TK-10 renal cancer cells | 3.9% of 81,000 active
OVCAR-3: OVCAR-3 ovarian cancer. 7% of 79,000 active
CAKI-1: CAKI-1 renal cancer; 4.7% of 75,000 active
ACHN: ACHN renal cancer. 4.9% of 81,000 active. AID 1794771
OVCAR-5: OVCAR-5 ovarian cancer; AID 1794783; 2.9% of 82,000 active
A498: A498 renal cancer cells; 5.4% of 76,000 active
RXF 393: RXF 393 renal cancer cells | 6.9% of 77,000 active
The depositor's hits bear a star; nt = no result given; & = joins results of further samples; [ ] = dose if it differs, or a comment. How the source made its calls: active means growth percent below 10; inactive means the rest. These rows are one share of the data (hit frequency here may not be typical).

SMILES | OVCAR-8 | TK-10 | OVCAR-3 | CAKI-1 | ACHN | OVCAR-5 | A498 | RXF 393
C[C@]12CC[C@H]3[C@@H](C[C@@H]4SC(Nc5ccccc5)=N[C@@]45CC(O)CC[C@]35C)[C@@H]1CCC2O (some centres not stated) | -8.9* | 65 | -32* | 49 | 37 | 92 | nt | -32*
CC(C)(c1cc(Cl)c(O)c(Cl)c1)c1cc(Cl)c(O)c(Cl)c1 | 90 | 107 | 108 | 97 | 100 | 104 | nt | 107
Oc1ccccc1CNCCc1ccccc1 | 105 | 105 | 107 | 94 | 111 | 112 | 107 | 106
COC1=CC(=O)O[C@@H](/C=C/c2ccc3c(c2)OCO3)C1 | 99 | 102 | 153 | 107 | 110 | 96 | 59 | nt
CCCCCCCC/C=C\CCCCCCCC(=O)Nc1ccccc1 | 98 | 115 | 113 | 99 | 103 | 109 | 101 | 111
CC[C@H](C)[C@H](NC(=O)Nc1ccccc1)C(=O)N(C)[C@H](C[C@@H](OC(C)=O)c1nc(C(=O)N[C@@H](Cc2ccccc2)C[C@H](C)C(=O)OC)cs1)C(C)C | 15 | nt | -40* | nt | 25 | 29 | -16* | 0.1*
C=CCOC(=O)C(Br)CC (configuration not stated) | 106 | 103 | 105 | 101 | 100 | 113 | 90 | 118
S=C=Nc1cccc2ccccc12 | 123 | 108 | 103 | 93 | 97 | 99 | 103 | 106
O=C(CN1CCCCC1)c1ccc(Cl)c(Cl)c1 | 108 | 97 | 100 | 97 | 104 | 106 | 102 | 116
COc1cc([C@@H]2c3cc(O)c(OC)cc3C[C@H]3C(=O)OC[C@@H]23)ccc1O | 103 | 99 | 117 | nt | 94 | 111 | 111 | 125
CCCCCCCCC(=O)NCc1ccc(O)c(OC)c1 | 102&108 | 106 | 100&110 | 104&91 | 109&100 | 110&107 | 95&80 | 104&104
OCCN=Cc1c[nH]c2ccccc12 | 100 | 122 | 98 | 80 | 94 | 91 | 107 | 118
Cc1ccc2oc(=O)c3c(c2c1)OC(/N=C/c1ccccc1)=C(C#N)C3c1ccc([N+](=O)[O-])cc1 (configuration not stated) | 104 | 114 | 107 | 88 | 99 | 107 | 108 | nt
C[C@@H](Oc1cc(Cl)c(Cl)cc1Cl)C(=O)O | 92 | 99 | 112 | 105 | 108 | 99 | 95 | nt
COc1ccc2c(c1)c(C(=O)O)c(Cl)n2Cc1ccc(Cl)cc1 | 100 | 118 | 93 | 95 | 97 | 84 | 108 | 67
O=P(NC1CCCCC1)(Oc1ccccc1)Oc1ccccc1 | 95 | 113 | 106 | nt | 86 | 76 | 113 | 97
C[N+](C)(C)Cc1ccccc1C[N+](C)(C)C | 101 | 92 | 105 | 95 | 107 | 106 | 96 | 105
O=S1(=O)OCCO1 | 102 | 99 | 106 | 90 | 99 | 96 | 99 | 103
CCCCC1C(=O)NC(=S)N(C)C1=O (configuration not stated) | 100 | 99 | 103 | 99 | 98 | 98 | 104 | 114
COC(=O)CC12CC(NC(=O)c3csc([C@@H](C[C@H](C(C)C)N(C)C(=O)[C@@H](NC(=O)[C@H]4CCCCN4C)C(C)C)OC(C)=O)n3)(C1)C2 | 30 | 51 | -34* | nt | 17 | 43 | 5.3* | nt
O=C(CN1CCCCC1)c1ccc(-c2ccccc2)cc1 | 103 | 107 | 106 | nt | 104 | 95 | 105 | nt
C[C@]12CC[C@H]3[C@@H](C[C@@H]4SC(Nc5ccccc5[N+](=O)[O-])=N[C@@]45CC(=O)CC[C@]35C)[C@@H]1CCC2=O | 91 | 101 | 98 | 93 | 92 | 94 | 103 | 119
CCOP(=O)(NCCCOC)OCC | 106 | 106 | 111 | 103 | 109 | 103 | 108 | 112
O=[N+]([O-])c1ccc(OCc2ccc(S(=O)(=O)F)c(Cl)c2)c(Cl)c1 | 105 | 102 | 112 | 102 | 93 | 99 | 96 | 114
COc1cc2ncnc(Nc3ccc(F)c(Cl)c3)c2cc1OCC(=O)N1CCN(C)CC1 | 90 | 23 | 78 | 44 | 38 | 78 | 70 | 89
Nc1ccc(CCNS(=O)(=O)c2cccc(S(=O)(=O)F)c2)cc1 | 102 | 95 | 112 | 94 | 99 | 106 | 92 | 99
COc1cc(NCCCCCN=C(N)N)c2ncccc2c1 | 33 | nt | 0.2* | 104 | 105 | 97 | 90 | nt
C/C(CC(C)(C)N1CC1)=N\O | 90&97 | 108&101 | 110&109 | 94&100 | 106&101 | 114&99 | 101&116 | 102&130
COc1c(O)c2c3c(c1OC)-c1ccccc1CC3N(C)CC2 (configuration not stated) | 110 | 102 | 109 | 94 | 105 | 109 | 116 | 133
C#COc1cccc(Nc2ncnc3cc(NC(=O)CF)ccc23)c1 | 43[6.25 µM] | 61[6.25 µM] | 12[6.25 µM] | 45[6.25 µM] | 48[6.25 µM] | 87[6.25 µM] | 75[6.25 µM] | 84[6.25 µM]
C/C(CCl)=N/NC1=NC(C)(CCC2(C)N=C(N/N=C(/C)CCl)SP2(=O)NC23CC4CC(CC(C4)C2)C3)P(=O)(NC23CC4CC(CC(C4)C2)C3)S1 (configuration not stated) | 103 | 128 | 95 | 65 | 87 | 101 | 120 | 104
CCCCCNC(Cc1ccccc1)c1ccc(O)cc1 (configuration not stated) | 98 | 93 | 97 | 93 | 101 | 84 | 75 | 110
CCC/C=C\CC/C=C/C=C/[C@H]1CCC[C@@H](CCCCO)N1 | 96 | 99 | 107 | 93 | 102 | 122 | nt | 112
CC(=O)O[C@H]1C[C@@H]2OC3C=C(C)CCC3(C)[C@@]1(C)[C@@]21CO1 (some centres not stated) | -20* | -20* | -41* | -25* | -30* | 5.1* | -39* | -35*
CC(C)C1NCCc2cc(O)c(O)cc21 (configuration not stated) | 101 | 91 | 110 | nt | nt | 112 | 102 | 107
CC1=CC23C(COC(=O)C24CO4)C(C(=O)O)=CC3C1C (configuration not stated) (tested in a mixture with another compound) | nt | 102 | 101 | 85 | 102 | 86 | 112 | 96
ClC1=C(Cl)[C@@]2(Cl)[C@H]3[C@H]4C[C@H]([C@@H]5O[C@H]45)[C@H]3[C@@]1(Cl)C2(Cl)Cl | 90 | 88 | 106 | 85 | 90 | 88 | 86 | 84
C[C@]12C=CC(=O)C[C@@H]1CC[C@@H]1[C@@H]2C(=O)C[C@]2(C)C(=O)CC[C@@H]12 | 96 | 103 | 114 | 90 | 101 | 106 | 116 | 104
Nc1ccc(N)c2c1Oc1ccccc1O2 | 98 | 131 | 99 | 84 | 95 | 89 | 93 | nt
CC(N)CCc1ccccc1 (configuration not stated) | 103 | 109 | 117 | 103 | 97 | 99 | 103 | 118

Reformatted as tab-separated lines: part of the list above.
SMILES	OVCAR-8	TK-10	OVCAR-3	CAKI-1	ACHN	OVCAR-5	A498	RXF 393
O=C(CN1CCCCC1)c1ccc(-c2ccccc2)cc1	103	107	106	nt	104	95	105	nt
C[C@]12CC[C@H]3[C@@H](C[C@@H]4SC(Nc5ccccc5[N+](=O)[O-])=N[C@@]45CC(=O)CC[C@]35C)[C@@H]1CCC2=O	91	101	98	93	92	94	103	119
CCOP(=O)(NCCCOC)OCC	106	106	111	103	109	103	108	112
O=[N+]([O-])c1ccc(OCc2ccc(S(=O)(=O)F)c(Cl)c2)c(Cl)c1	105	102	112	102	93	99	96	114
COc1cc2ncnc(Nc3ccc(F)c(Cl)c3)c2cc1OCC(=O)N1CCN(C)CC1	90	23	78	44	38	78	70	89
Nc1ccc(CCNS(=O)(=O)c2cccc(S(=O)(=O)F)c2)cc1	102	95	112	94	99	106	92	99
COc1cc(NCCCCCN=C(N)N)c2ncccc2c1	33	nt	0.2*	104	105	97	90	nt
C/C(CC(C)(C)N1CC1)=N\O	90&97	108&101	110&109	94&100	106&101	114&99	101&116	102&130
COc1c(O)c2c3c(c1OC)-c1ccccc1CC3N(C)CC2 (configuration not stated)	110	102	109	94	105	109	116	133
C#COc1cccc(Nc2ncnc3cc(NC(=O)CF)ccc23)c1	43[6.25 µM]	61[6.25 µM]	12[6.25 µM]	45[6.25 µM]	48[6.25 µM]	87[6.25 µM]	75[6.25 µM]	84[6.25 µM]

Next entries.
SMILES | OVCAR-8 | TK-10 | OVCAR-3 | CAKI-1 | ACHN | OVCAR-5 | A498 | RXF 393
CC1(C)N=C(N)N=C(N)N1c1ccc(OCCCNC(=O)Nc2cccc(S(=O)(=O)F)c2)c(Cl)c1 | 39 | 65 | 49 | 100 | 77 | 66 | 90 | 59
CNC(Cc1ccccc1)c1ccc(OC)cc1 (configuration not stated) | 107 | nt | 106 | 100 | 107 | 102 | 96 | 90
NNCc1ccccc1 | 105 | 116 | 105 | 91 | 100 | 110 | 87 | 101
CN[C@]1(c2ccccc2Cl)CCCC[C@H]1NCCCN1CCN(C)CC1 | 97 | 96 | 102 | 87 | 108 | 104 | nt | 97
O=P(O/C(=C\c1ccccc1)c1ccccc1)(c1ccccc1)c1ccccc1 | 87 | 87 | 93 | 61 | 80 | 95 | 100 | 95
O=C(O)Cc1ccc2c(c1)OCO2 | 103 | 102 | nt | 98 | 98 | 104 | 82 | nt
CCC(CO)NC(=O)C1C=C2c3cccc4[nH]cc(c34)CC2N(C)C1 (configuration not stated) | 98 | 103 | 114 | 167 | 100 | 98 | 112 | 103
N#CCO | 97 | 105 | 109 | 97 | 98 | 92 | 113 | 94
C1=C2CN3CCC45c6ccccc6N6CCC(OC1)C(C2CC34)C65 (configuration not stated) | 108 | 89 | 102 | 97 | 103 | 101 | 98 | 93
O=S(=O)(O)C(Br)(Br)Br | 113 | 108 | 110 | 94 | 102 | 103 | 98 | 100
O=C1C=CC(=Nc2cc(Cl)c(O)c(Cl)c2)C=C1 | 92&85 | 113 | 94&82 | 81&104 | 100&95 | 99&112 | 101&90 | 83
O=C(Nc1ccc([As]=[As]c2ccc(NC(=O)c3ccccc3)cc2)cc1)c1ccccc1 (configuration not stated) | -82* | -98* | -94* | -80* | -92* | -89* | -98* | -98*
CC(=O)N1N=C(c2ccc(Br)cc2)CC1c1sc(N(CCCl)CCCl)nc1Cl (configuration not stated) | 94 | 102 | 100 | 79 | 90 | 97 | 78 | 103
C=CCOC(=O)C1C(C(=O)O)C2(Cl)C(Cl)=C(Cl)C1(Cl)C2(Cl)Cl (configuration not stated) | 97 | 100 | 92 | 88 | 94 | 94 | 101 | 110
COC(=O)[C@@H](C)C[C@H](Cc1ccccc1)NC(=O)c1csc([C@@H](C[C@H](C(C)C)N(C)C(=O)[C@@H](NC(=O)[C@H]2CCCCN2C)C2CC2)OC(C)=O)n1 | 22 | 39 | -4.6* | 37 | 20 | 73 | 2.4* | 47
Clc1ccc(NP(Br)(c2ccccc2)(c2ccccc2)c2ccccc2)cc1 | 79 | 93 | 96 | 64 | 76 | 89 | 99 | 98
ClCc1cc(Cl)c(Cl)cc1Cl | 106 | 105 | 108 | 103 | 121 | 114 | 106 | 104
COC(=O)C1=C(OC)C(=O)OC12C(=O)N(C)c1ccc(Cl)cc12 (configuration not stated) | 94 | 108 | 103 | 96 | 94 | 106 | 142 | nt
CC12CC(O)C3C(CCC4=CC(=O)CCC43C)C1CCC2=O (configuration not stated) | 105 | 108 | 134 | 97 | 110 | 122 | 125 | 113
c1cc(CCN2CCCC2)ccn1 | 109 | 112 | 118 | 85 | 108 | 137 | 123 | 95

Retrieved by structure from above, 2 records:
SMILES | OVCAR-8 | TK-10 | OVCAR-3 | CAKI-1 | ACHN | OVCAR-5 | A498 | RXF 393
O=S(=O)(O)C(Br)(Br)Br | 113 | 108 | 110 | 94 | 102 | 103 | 98 | 100
CN[C@]1(c2ccccc2Cl)CCCC[C@H]1NCCCN1CCN(C)CC1 | 97 | 96 | 102 | 87 | 108 | 104 | nt | 97

Next section:
SMILES | OVCAR-8 | TK-10 | OVCAR-3 | CAKI-1 | ACHN | OVCAR-5 | A498 | RXF 393
CC(C)NCc1ccc2c(c1)OCO2 | 96 | 117 | 124 | 68 | 108 | 91 | 120 | 98
C[C@@]12C[C@H](O)CCN1CCc1ccccc12 | 99 | 103 | 117 | 99 | 100 | 99 | 113 | 108
O=C(c1ccccc1)C(Cc1ccccc1)N1CCOCC1 (configuration not stated) | 93 | 105 | 106 | 111 | 101 | 95 | nt | 117
O=[N+]([O-])/C=C/c1ccc(Cl)cc1[N+](=O)[O-] | 18 | 75 | -32* | 48 | 30 | 75 | 106 | -95*
O=C(O)C(Cl)(Cl)C(F)(F)F | 112 | 98 | 101 | 95 | 107 | 103 | 95 | nt
COc1cc2nc(Sc3sc(N)nc3C)n(-c3ccccc3)c(=O)c2cc1OC | 99 | 128 | 99 | 116 | 100 | 115 | 113 | 104
O=NN(Cc1ccccc1)Cc1ccccc1 | 126 | 75 | 138 | 87 | 107 | 98 | 91 | nt
COC(=O)[C@@H](C)C[C@H](Cc1ccccc1)NC(=O)c1nc([C@@H](C[C@H](C(C)C)N(C)C(=O)[C@@H](NC(=O)[C@H]2CC(=O)CCN2C)C(C)C)OC(C)=O)sc1C(C)C | 8.5* | 47 | -16* | 35 | 22 | 35 | nt | 6.6*
O=C(CCl)OCCOC(=O)CCl | 107 | 94 | 109 | 95 | 101 | 118 | 121 | 112
CCOP(=S)(N/N=C1/CCCC(C)C1)OCC (configuration not stated) | 102 | 108 | 100 | 102 | 94 | 98 | 105 | 94
O=c1cc(CCl)occ1O | 96 | 100 | 101 | 101 | 106 | 111 | 99 | 116
NC(N)=N/N=C/C(O)C(O)C(O)C(O)CO (configuration not stated) | 107 | 101 | 102 | 110 | 106 | 103 | 115 | 105
CCC1(NS(=O)(=O)c2ccc(N)cc2)C(=O)N(C)C(=O)N(C)C1=O | 106 | 107 | 125 | 116 | 113 | 108 | 108 | 115
CC(=O)OC1CCC2(C)C(=CCC3C4CC(CN5CC5)C(=O)C4(C)CCC32)C1 (configuration not stated) | 85 | -12* | 112 | 88 | 76 | 98 | 87 | 94
Oc1c(Cl)c(Cl)c(Cl)c(Cl)c1Cl (tested in a mixture with another compound) | 103 | 158 | 102 | 86 | 107 | 110 | nt | 121
CC(Cl)CN(C)Cc1ccccc1 (configuration not stated) | 98 | 111 | 109 | 100 | 103 | 90 | 99 | 96
CC(C)c1cccc(C(C)C)c1OCCN1CCCCC1 | 105 | 117 | 106 | 87 | 99 | 90 | 87 | 110
Cc1cccc(CC#N)c1 | 99 | nt | 107 | 98 | 103 | 99 | 89 | 114

Assay outcomes deposited in PubChem by NCI.
